Compound activity from PubChem BioAssay.
LMPTP inh: blocks human LMPTP phosphatase | P24666 | recombinant LMPTP-A, OMFP fluorogenic substrate, fluorescence intensity | inhibition, % at 20 µM | actives 0.22% (n = 360,000) | AID 651560;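 active = compounds that cut the enzyme signal by at least half of the control window in the single-dose screen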;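 also: plate controls were DMSO wells with enzyme plus substrate for no effect and substrate without enzyme for full effect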
Target sequence (P24666 whole entry, looked up): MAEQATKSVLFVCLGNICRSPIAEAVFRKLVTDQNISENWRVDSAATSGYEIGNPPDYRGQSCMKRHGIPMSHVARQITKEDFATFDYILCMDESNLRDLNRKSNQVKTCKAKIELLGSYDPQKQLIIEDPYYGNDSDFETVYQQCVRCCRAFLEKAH
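test system = LMPTP-A | amount = 0.625 nM LMPTP-A final | reagent = fluorogenic phosphatase substrate OMFP at 400 µM final | incubation = 50 min at room temperature | benchmarks = no-enzyme low control, uninhibited high control | medium = Bis-Tris pH 6.0, DTT, detergent | signal = fluorescence intensity of OMFP turnover product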
DNMT1 block: inhibitors of human DNMT1. actives 0.83% (n = 360,000). inhibition (reported as % activation of signal), % at 10 µM. P26358. AID 588458. DNMT1 molecular beacon, Hinp1I cleavage, fluorescence; in the data active = inhibition above about 50%
STEP inh: inhibitors of human striatal-enriched phosphatase STEP; actives 0.25% (n = 360,000); P54829; inhibition, % at 20 µM; recombinant STEP, OMFP fluorogenic substrate, fluorescence;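 active = inhibition at 20 µM, scaled per plate between control wells, above about 37%, limit read from the data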;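 also: 0% = DMSO with enzyme and substrate and 100% = substrate only without enzyme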
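medium = Bis-Tris buffer pH 6.0, 2.5 mM DTT, 0.005% Tween 20 | test system = STEP (striatal-enriched tyrosine phosphatase) enzyme, cell-free | measure = normalized % inhibition | compound dosing = 20 µM, 1% DMSO | also added = 25 µM OMFP | schedule = reaction 20 min, ambient temperature | measured by = fluorescence read at 480 nm ex / 540 nm em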
SKN-1 block: blocks SKN-1 activity in C. elegans. C. elegans VP596 Pgst-4::GFP/RFP ratio, acrylamide-induced, 24 h. inhibition, % at 21.8 µM. actives 0.49% (n = 360,000);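 active = interference check ratio from 0.5 to 1.5 plus GFP to RFP signal ratio inhibition reaching or exceeding a fixed threshold, cut at about 30% in these data, passing the limit was not always enough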; also: some compounds called inactive have numbers as strong as hits
Rpn11 block: blocks the human proteasome subunit Rpn11 | O00487 | human 26S proteasome, Ub4-pepOG fluorescence polarization; 20S core pre-blocked with epoxomicin | calls only at 20 µM | actives 0.59% (n = 360,000) | AID 588493;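 active = inhibition at 20 µM, scaled to each plate's controls, above about 33%, limit read from the data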
Target sequence (O00487 whole entry, looked up): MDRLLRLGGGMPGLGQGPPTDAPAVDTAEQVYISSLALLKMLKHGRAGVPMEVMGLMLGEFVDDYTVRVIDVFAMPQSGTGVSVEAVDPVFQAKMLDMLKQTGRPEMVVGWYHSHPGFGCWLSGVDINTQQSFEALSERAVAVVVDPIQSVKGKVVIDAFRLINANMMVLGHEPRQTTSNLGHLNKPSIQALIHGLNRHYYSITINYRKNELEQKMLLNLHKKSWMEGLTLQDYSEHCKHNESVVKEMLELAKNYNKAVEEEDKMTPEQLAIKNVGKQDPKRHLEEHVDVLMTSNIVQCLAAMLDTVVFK
MT1-MMP act inh: inhibitors of human MT1-MMP activation | actives 0.061% (n = 360,000) | AID 651647 | HT1080 RFP-PRO-GFP cells, GFP/RFP ratio fluorescence, overnight; percent of plate control window, DMSO zero | GFP/RFP ratio change, % at 20 µM;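 active = GFP/RFP ratio change of at least 30% with cell ATP level not reduced by more than half and red fluorescence within 50% of control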; also: strong numbers were not always called active
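Assay system: HT1080 RFP-PRO-GFP cells. Benchmarks: DMSO vehicle wells and RFP-L50D-GFP reporter cell wells. Times: overnight cell settling, then overnight compound exposure, 37 °C, 5% CO2. Compound: 20 µM single dose, 1% DMSO. Read-out basis: GFP/RFP fluorescence ratio.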
SUMO1 PPI mod: SUMO1-SIM interaction modulation. actives 0.33% (n = 360,000). P63165. inhibition, % at 20 µM. SUMO1 binding to a labelled peptide, TR-FRET, 1 h; in the data active = inhibition above about 37%
Target sequence (P63165 whole entry, looked up): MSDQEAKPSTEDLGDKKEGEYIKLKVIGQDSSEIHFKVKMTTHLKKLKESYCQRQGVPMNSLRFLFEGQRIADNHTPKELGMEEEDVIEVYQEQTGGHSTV
NRP1-CendR mod: modulators of CendR peptide binding to human neuropilin-1 | inhibition, % at 25 µM | actives 0.85% (n = 360,000) | FAM-RPARPAR peptide binding to NRP-1, fluorescence polarization;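 active = inhibition or corrected inhibition above about 18%, plus a signal ratio from 0.5 to 1.5, limit read from the data, passing the limit was not always enough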; also: strong numbers were not always called active
NadD block: blocks S. aureus nicotinate mononucleotide adenylyltransferase; actives 0.78% (n = 360,000); inhibition, % at 20 µM; purified NadD enzyme, colorimetric absorbance read-out; AID 602399; in the data active = inhibition above about 26%; also: some compounds past the cut are filed as inactive
Scp-1 inhibitor: blocks human Scp-1 phosphatase activity; Q9GZU7; AID 493091; inhibition, % at 20 µM; actives 0.88% (n = 340,000); Recombinant Scp1, phosphopeptide, malachite green phosphate absorbance;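 active = inhibition above about 50% at 20 µM, limit read from the data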;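 also: plate controls were DMSO wells with enzyme for no effect and wells lacking enzyme for full effect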
Target sequence (Q9GZU7 76-261 limits assumed): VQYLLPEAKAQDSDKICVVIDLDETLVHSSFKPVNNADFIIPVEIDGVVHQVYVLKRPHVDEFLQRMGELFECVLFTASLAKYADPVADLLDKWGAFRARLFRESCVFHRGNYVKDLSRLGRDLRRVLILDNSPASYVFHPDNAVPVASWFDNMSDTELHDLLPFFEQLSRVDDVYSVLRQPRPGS
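System: truncated SCP-1 phosphatase (76-261aa); medium: Tris acetate buffer pH 5.5 with MgCl2 and Tween-20; incubation: 45 min room-temperature reaction, 5 min colour, 30 min stabiliser; compound: single 20 µM dose, 1% DMSO; reagent: Phosphorylated 17-residue peptide substrate; read-out: % inhibition at 20 µM; technique: colorimetric free-phosphate detection, absorbance 630 nm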
An asterisk follows results filed as active; i = inactive; nt = not tested or not shown. Not a hit list. About 3.9% of those tested had a hit in this group.

SMILES | LMPTP inh | DNMT1 block | STEP inh | SKN-1 block | Rpn11 block | MT1-MMP act inh | SUMO1 PPI mod | NRP1-CendR mod | NadD block | Scp-1 inhibitor
COC(=O)Nc1ccc2ccc3c(NC(=O)OC)ccc4ccc1c2c43 | 1.1 | -15 | -5 | 19 | i | -6 | -16 | -51 | -6 | -8
Cc1ccccc1C(=O)Nc1ccc(Br)cn1 | -1.1 | -2 | -2 | 20 | i | -4 | 1 | -7 | -2 | -9
COc1ccc(CN(C)C(=O)c2cnc(OC)cc2C(F)(F)F)c(OC)c1 | 0.0 | -1 | -3 | -3 | i | 1 | 1 | -4 | 0 | -3
Cc1ccc2nc(SCC(=O)c3c(N)n(C4CC4)c(=O)[nH]c3=O)[nH]c2c1 | -1.7 | 1 | 1 | 7 | i | 1 | 2 | -5 | 7 | -6
O=C(Nc1ccc(F)c(Cl)c1)c1ccccc1 | 0.4 | -5 | 1 | 34 | i | 1 | 8 | 10 | -5 | -8
COc1ccc(NC(=O)CCCc2nnc3n(C)c(=O)c4sccc4n23)cc1 | 0.0 | 3 | 2 | 7 | i | 3 | 13 | 0 | 1 | -9
CCn1c(SCc2nc3ccccc3s2)nc2cc(S(=O)(=O)N3CCOCC3)ccc21 | 2.2 | 1 | -2 | 17 | i | -4 | 2 | -25 | 8 | -2
Cc1ccc(NS(=O)(=O)c2ccc(N3C(=O)CCC3=O)cc2)cc1 | -0.3 | 2 | -2 | -13 | i | 1 | -2 | 6 | -2 | -4
CCN1CCN(c2ccc(NC(=O)c3cc(OC)c(OC)c(OC)c3)cc2)CC1 | 1.7 | 6 | -2 | 2 | i | 5 | 1 | -1 | 4 | -8
COc1ccc(OC)c(NC(=O)CN2c3cccc4cccc(c34)S2(=O)=O)c1 | 1.3 | -17 | 5 | -4 | i | 4 | -16 | 12 | -7 | -9
COc1ccc(C(=O)NCC(c2ccco2)N2CCCC2)cc1S(=O)(=O)N1CCCCC1C (configuration not stated) | 0.5 | 3 | -1 | -4 | i | -8 | 2 | -5 | -3 | 6
O=C(NCc1ccco1)c1ccc(OCC2CCCO2)cc1 (configuration not stated) | -0.5 | 2 | -3 | 2 | i | 2 | -1 | -3 | 4 | -11
COc1ccc(-c2cc(C(=O)Nc3cccnc3Cl)no2)cc1 | -0.3 | -1 | -1 | 4 | i | -3 | 4 | 5 | 1 | -6
CCOC(=O)c1ccc(NC(=O)CSc2nnc(CC)o2)cc1 | -0.2 | 2 | -1 | 3 | i | 0 | -1 | -3 | -6 | -5
COc1ccc(-c2ccc(CN3C(C(C)C)C(=O)N(Cc4cn(Cc5ccco5)nn4)CCS3(=O)=O)cc2)cc1OC (configuration not stated) | 2.1 | -8 | -2 | -3 | i | -1 | 9 | -4 | 5 | nt
Cc1nn(-c2ccc(Cl)cc2)c2[nH]c(CCl)cc(=O)c12 | 0.0 | -3 | -2 | 11 | i | -8 | 8 | 1 | -14 | -6
Cc1ccc(S(=O)(=O)N2C(=O)CCC2C(=O)O/N=C(\N)c2ccc([N+](=O)[O-])cc2)cc1 (configuration not stated) | 1.4 | -2 | -2 | 26 | i | -2 | -17 | 4 | -3 | -13
O=C(Nc1ccc2oc(-c3cccnc3)nc2c1)c1cccnc1 | 0.0 | -1 | 0 | 12 | i | -1 | 3 | 4 | 2 | -1
Cc1cc(C)n(CC(O)COc2ccc(C(C)(C)C)cc2)n1 (configuration not stated) | 0.0 | 2 | 1 | 4 | i | 6 | 0 | 5 | 2 | -9
CC[C@H]1c2[nH]c3ccccc3c2C[C@H]2C(=O)N(c3ccc(F)cc3)C(=O)N21 | 3.4 | -5 | 4 | 9 | i | 3 | 11 | 16 | 2 | 7
N/C(=N\OC(=O)CCCc1ccccc1)c1ccccn1 | -0.6 | 8 | 0 | 11 | i | 1 | 0 | -4 | 0 | -7
COc1ccc(/C=C/C(=O)OCC(=O)NCc2cccs2)cc1OC | -0.4 | 3 | -3 | 3 | i | 4 | -12 | 2 | -4 | -8
Cn1c(N)c(S(=O)(=O)N2CCN(c3cccc(Cl)c3)CC2)c(=O)n(C)c1=O | 1.7 | 1 | 0 | 4 | i | -4 | 0 | -4 | 4 | -6
C#CCOCC1CN(c2ccccc2)C(=O)O1 (configuration not stated) | 0.0 | 4 | -1 | 2 | i | 3 | 0 | 0 | -7 | nt
CCS(=O)(=O)Nc1ccc(C2=NN(C(=O)c3ccco3)C(c3cccs3)C2)cc1 (configuration not stated) | 1.0 | -2 | 0 | 6 | i | -2 | -5 | 2 | -1 | -10
COc1ccccc1NC(=O)CSc1nc2sc3c(c2c(=O)n1-c1ccccc1)CCN(C)C3 | 12 | -4 | 0 | 1 | i | -19 | -13 | -48 | 27 | -2
CCOc1ccc(C2/C(=C(\O)c3ccc4c(c3)OCCO4)C(=O)C(=O)N2CCCN2CCOCC2)cc1OC (configuration not stated) | -1.3 | -4 | 1 | 8 | i | 3 | -7 | 13 | 11 | -8
CCc1cc2c(=O)c(-c3nc4ccccc4[nH]3)coc2cc1OC(=O)N1CCOCC1 | -1.2 | 0 | 3 | 1 | i | 17 | 1 | -5 | -11 | -19
CN(c1ccc(O)cc1)c1nc(-c2cccnc2)cs1 | -0.6 | 3 | 0 | 6 | i | 5 | -6 | -12 | -2 | 4
COc1ccc(OCc2cc(C(=O)NC(C)Cc3cccnc3)no2)c(Cl)c1 (configuration not stated) | 1.8 | 2 | -2 | 2 | i | 5 | 1 | 8 | -3 | 1
COC(=O)c1cn(-c2ccc(Cl)cc2)c(=O)c2ccccc12 | 1.2 | 3 | 4 | 4 | i | 0 | 1 | 2 | -3 | -5
COc1cc2c(cc1OC)CN(C(=O)CNC(=O)c1ccc(OC(F)F)cc1)CC2 | -1.0 | 0 | -3 | -13 | i | -1 | -4 | 0 | -3 | -7
CCN(CC)CCCN1C=C2C(=O)C(C)(OC(=O)C3CCCC3)C(=O)C(c3ccccc3)=C2C=C1CCCC(=O)OC (configuration not stated) | 3.8 | -23 | 12 | 6 | i | -9 | -29 | 36* | 7 | 0
Fc1ccc(OCc2nn3cnnc3s2)cc1 | 0.8 | 0 | -2 | 1 | i | 2 | 1 | 5 | -4 | 2
COc1cccc(CN2CCNC(=O)C2CC(=O)NCCn2nc(C)cc2C)c1OC (configuration not stated) | -2.4 | -1 | 1 | 3 | i | 1 | -3 | -1 | -4 | -16
O=C(O)Cn1nc(C(F)(F)F)c2c1CCCC2 | -0.4 | 1 | 1 | 4 | i | -2 | 0 | -8 | -5 | -3
O=C(CC12CC3CC(CC(C3)C1)C2)N1CCOCC1 | -0.6 | 2 | 3 | -9 | i | 10 | 1 | -1 | -1 | -4
CCCCc1ccc(NC(=O)Nc2cccnc2)cc1 | 3.0 | 8 | 3 | -3 | i | 4 | 6 | 6 | -3 | -8
CCOC(=O)N1CCN(c2ncnc3scc(-c4ccccc4)c23)CC1 | 0.2 | -4 | 1 | 6 | i | -6 | 0 | 0 | -4 | -2
CC1Cc2cc(/C(O)=C3/C(=O)C(=O)N(CCCn4ccnc4)C3c3cccc([N+](=O)[O-])c3)ccc2O1 (configuration not stated) | 7.7 | 2 | 0 | 6 | i | 0 | -17 | 5 | 9 | 0
Cc1ccc(N=C2NC(=O)C(CO)(CO)S2)cc1 | -1.3 | 0 | 2 | -2 | i | 0 | 3 | -2 | 0 | -12
CCOC(=O)CSc1nc2c(c(=O)[nH]c(=O)n2C)n1C/C=C(/C)Cl | -1.3 | -1 | 0 | 10 | i | 0 | -1 | -5 | 0 | -6
CCOC(=O)C1=C(CN2CCN(C(=O)c3ccco3)CC2)NC(=O)NC1c1ccc(Cl)cc1 (configuration not stated) | -1.2 | -1 | 2 | 16 | i | 4 | -1 | 8 | 11 | -8
CCNc1nc(NCC)nc(OCCOC(=O)c2ccccc2)n1 | 0.4 | 2 | -3 | -3 | i | 4 | -1 | -10 | 4 | -7
CCCCn1nnc(NC(=O)c2ccco2)n1 | 0.0 | 1 | -3 | 1 | i | 1 | 1 | 4 | -4 | 6
COc1ccc(OC)c(NC(=O)CSC2=C(C#N)C(c3ccco3)C3=C(CCCC3=O)N2)c1 (configuration not stated) | 0.4 | 1 | 2 | 8 | i | 3 | 1 | -4 | -2 | -3
CC(C)CCN(CCC(C)C)C(=O)Cc1c(O)c2ccccc2[nH]c1=O | 0.8 | 1 | 1 | -10 | i | 2 | 2 | -4 | -2 | -3
Cc1nnc(NC(=O)C2CCN(S(=O)(=O)c3ccc(F)c(Cl)c3)CC2)o1 | -0.8 | -1 | 0 | 16 | i | -3 | -3 | -8 | 6 | 7
COc1ccccc1NS(=O)(=O)c1cccc(C(=O)NCC(c2cccs2)N(C)C)c1 (configuration not stated) | -1.7 | -3 | -4 | -13 | i | 3 | -1 | 22 | -1 | -1
COc1cc(C(=O)Nc2cccc(C)c2C)c(Br)c(OC)c1OC | -0.5 | 4 | -3 | 6 | i | 2 | 1 | 12 | 3 | -4
Cn1c(=O)cc(C(=O)N/N=C/c2ccc(Cl)cc2)[nH]c1=O | 0.0 | -5 | -1 | -14 | i | -1 | -17 | 8 | 0 | 3
COc1ccc(CN2CC(C(=O)NCCCOC(C)C)CC2=O)cc1 (configuration not stated) | -2.6 | -1 | 0 | -15 | i | 9 | 1 | 7 | 0 | -13
Nc1cc(C(=O)c2ccccc2)ccc1[N+](=O)[O-] | 0.9 | 2 | 1 | 12 | i | 1 | -27 | 8 | -5 | -6
Cc1ccccc1COCCN1CCN(S(=O)(=O)c2ccccc2)CCC1=O | 0.2 | 0 | -2 | 14 | i | 8 | 3 | -1 | 1 | -5

Given in markdown: part of the list above.
| structure | LMPTP inh | DNMT1 block | STEP inh | SKN-1 block | Rpn11 block | MT1-MMP act inh | SUMO1 PPI mod | NRP1-CendR mod | NadD block | Scp-1 inhibitor |
| --- | --- | --- | --- | --- | --- | --- | --- | --- | --- | --- |
| COc1ccccc1NS(=O)(=O)c1cccc(C(=O)NCC(c2cccs2)N(C)C)c1 (configuration not stated) | -1.7 | -3 | -4 | -13 | i | 3 | -1 | 22 | -1 | -1 |
| COc1ccc(CN2CC(C(=O)NCCCOC(C)C)CC2=O)cc1 (configuration not stated) | -2.6 | -1 | 0 | -15 | i | 9 | 1 | 7 | 0 | -13 |
| Cn1c(=O)cc(C(=O)N/N=C/c2ccc(Cl)cc2)[nH]c1=O | 0.0 | -5 | -1 | -14 | i | -1 | -17 | 8 | 0 | 3 |
| COc1cc(C(=O)Nc2cccc(C)c2C)c(Br)c(OC)c1OC | -0.5 | 4 | -3 | 6 | i | 2 | 1 | 12 | 3 | -4 |
